Cardio protect – modulators protecting cardiomyocytes from myocardial damage; 0.63% of 360,000 active; H9c2 cardiomyocytes, H2O2 injury protection, ATPLite, 2 h; protection from H2O2 cell death, % at 20 µM;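 active = compounds giving at least 50% protection of heart cells from peroxide-induced death in the single-dose screen, raw or plate-pattern-corrected value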;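 also: 0% = DMSO wells with peroxide and 100% = DMSO wells without peroxide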
CaV13 ICDI inh – Primary screen for inhibitors of IQ motif and Ca2+-dependent inactivation inhibitor domain binding in CACNA1D, Förster resonance energy transfer in living cells, …; 0.098% of 340,000 active; inhibition, % at 12.3 µM; HEK cells, CFP/YFP FRET ICDI-IQ, plate reader, 10 min; percent FRET-ratio fall versus neutral wells;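 active = mean replicate inhibition of at least 30% and at least 1% of replicates passing that level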;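 also: 0% = median of the neutral control wells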
Peg3 promoter – Peg3 promoter activity inhibition; AID 588405; 1.7% of 360,000 active; HeLa PEG-Prom luciferase reporter, luminescence, overnight; inhibition, % at 20 µM;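 active = inhibition of at least 50% at 20 µM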
Shn3 3UTR inh – Schnurri-3 reporter inhibition in Clone20 osteoblasts. Clone20 osteoblast Shn3 3'UTR firefly luciferase, 24 h. inhibition, % at 12.5 µM. 0.52% of 360,000 active. AID 588674;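 active = mean inhibition of at least 75% with every replicate also reaching 75%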;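 also: 0% = median of neutral control wells and 100% = pilot-screen positive control compound; some compounds past the cut are filed as inactive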
TRPM1 prom inh – inhibitors of MITF-driven TRPM1 promoter in melanoma cells | AID 488899 | inhibition, % at 12.5 µM | 0.83% of 330,000 active | SK-MEL-5 TRPM1 promoter luciferase, 24 h;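 active = mean inhibition across replicates of 60% or more, whatever share of single replicates reaches that level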; also: values of inactives mirror those of a sister screen read the other way
NR2E3 ag-1 – human photoreceptor-specific nuclear receptor agonism; Q9Y5X4; CHO-S Gal4-NCOR/VP16-NR2E3 two-hybrid, luciferase; inhibition of corepressor binding, % at 3.98 µM; 0.35% of 360,000 active; AID 602229;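 active = inhibition above the mean of all tested compounds plus 3 SD, cut at about 70% in these data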;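 also: 0% = DMSO with NR2E3 transfected cells and 100% = cells lacking NR2E3 construct; higher means lower luciferase signal from less NR2E3 corepressor binding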
Target sequence (Q9Y5X4 whole entry, looked up, the tested form may be a part): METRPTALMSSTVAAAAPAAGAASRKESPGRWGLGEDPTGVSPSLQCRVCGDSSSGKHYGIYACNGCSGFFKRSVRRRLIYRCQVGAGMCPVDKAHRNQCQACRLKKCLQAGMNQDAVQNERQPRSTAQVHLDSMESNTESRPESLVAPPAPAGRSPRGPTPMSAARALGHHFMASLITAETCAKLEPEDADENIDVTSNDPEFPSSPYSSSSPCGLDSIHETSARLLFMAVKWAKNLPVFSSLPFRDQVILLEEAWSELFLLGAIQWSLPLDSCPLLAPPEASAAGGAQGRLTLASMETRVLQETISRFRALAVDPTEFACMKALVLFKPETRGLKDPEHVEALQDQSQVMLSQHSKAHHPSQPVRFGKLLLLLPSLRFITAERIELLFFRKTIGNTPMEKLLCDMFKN
HIF-2a block – inhibitors of HIF-2a | 786-0 RCC cells HIF-2a reporter, luciferase luminescence, overnight | inhibition, % at 18.8 µM | 0.72% of 360,000 active;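 active = inhibition of the luminescence signal of 40% or more relative to plate controls, in a single-dose primary screen at 18.75 µM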
NR2E3 ag-2 – activates human photoreceptor nuclear receptor NR2E3 | GST-NR2E3/biotin-RetCOR TR-FRET, 1536-well | Q9Y5X4 | AID 2300 | inhibition of corepressor binding, % at 4.78 µM | 0.12% of 320,000 active;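 active = percent inhibition above the cutoff of mean plus 3 SD of all tested compounds, set per screening campaign, cut at about 20% in these data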;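 also: 0% = DMSO wells and 100% = biotin wells as full block of FRET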
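Format: 1536-well format; test system: GST-NR2E3 and biotin-RetCOR proteins; read-out basis: percent inhibition of TR-FRET ratio; timing: 5 h incubation at 4 °C; detection: time-resolved FRET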
m5-HT2A agonist – agonists of mouse serotonin 5-HT2A receptor (HTR2A); CHO-K1 mHTR2A beta-arrestin complementation, luminescence; percent of 30 µM serotonin response; 0.66% of 360,000 active; P35363; activation, % at 7.6 µM;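 active = activation above a run cutoff, the mean activation of all tested compounds plus 3 SD, cut at about 14% in these data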;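 also: 0% = plate median of compound wells and 100% = 30 µM serotonin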
hiPSC survival – increases survival of single human iPS cells; 0.044% of 360,000 active; survival enhancement, % at 20 µM; hiPSC single-cell survival, ATPlite luminescence; 100% = ROCK inhibitor wells, 0% = DMSO; in the data active = survival enhancement above about 18%;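 also: cells exposed to compounds for 16 hours before the ATP read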
PDI inh – PDI (human) enzyme inhibition. inhibition, % at 10 µM. P07237. 0.052% of 350,000 active. PDI insulin aggregation turbidity, A650, 90 min;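 active = mean inhibition across replicates of 30% or more, whatever share of single replicates reach that level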;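 also: absorbance from insulin aggregation driven by PDI reduction with DTT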
Target sequence (P07237 whole entry, looked up): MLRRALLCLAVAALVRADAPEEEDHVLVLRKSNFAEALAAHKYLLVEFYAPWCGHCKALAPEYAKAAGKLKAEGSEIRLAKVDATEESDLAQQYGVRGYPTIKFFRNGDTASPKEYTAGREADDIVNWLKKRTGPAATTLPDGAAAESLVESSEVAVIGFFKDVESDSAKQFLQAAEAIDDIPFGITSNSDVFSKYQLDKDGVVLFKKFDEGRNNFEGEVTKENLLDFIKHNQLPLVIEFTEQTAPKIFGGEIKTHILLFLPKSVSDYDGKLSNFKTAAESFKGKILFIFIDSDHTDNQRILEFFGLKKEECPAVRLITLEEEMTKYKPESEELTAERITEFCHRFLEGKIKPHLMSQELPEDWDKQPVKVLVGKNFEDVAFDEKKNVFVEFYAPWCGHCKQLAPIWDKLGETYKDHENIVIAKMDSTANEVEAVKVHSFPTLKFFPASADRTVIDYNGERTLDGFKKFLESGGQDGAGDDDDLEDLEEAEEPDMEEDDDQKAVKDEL
* hit, by the source's call.

For CC(=O)c1cc(F)c(N2CCN(c3ccc([N+](=O)[O-])cc3F)CC2)cc1C the results were Cardio protect -14, CaV13 ICDI inh -12, Peg3 promoter 12, Shn3 3UTR inh 37, TRPM1 prom inh 5, NR2E3 ag-1 6, HIF-2a block 4, NR2E3 ag-2 1, m5-HT2A agonist 3, hiPSC survival -1.1 and PDI inh -4.
Screening CCOC(=O)c1oc2cc(C)cc(C)c2c1C returned Cardio protect 0, CaV13 ICDI inh -2, Peg3 promoter 3, Shn3 3UTR inh -1, TRPM1 prom inh -4, NR2E3 ag-1 -12, HIF-2a block 12, NR2E3 ag-2 -1, m5-HT2A agonist 0, hiPSC survival -0.6 and PDI inh -18.
Screening O=C(Nc1cnn(Cc2ccc(Cl)cc2)c1)c1cccs1 returned Cardio protect -3, CaV13 ICDI inh -6, Peg3 promoter -30, Shn3 3UTR inh 2, TRPM1 prom inh -2, NR2E3 ag-1 -33, HIF-2a block -69, NR2E3 ag-2 -2, m5-HT2A agonist 3, hiPSC survival -0.9 and PDI inh -3.
`Cc1cccc(NC(=S)NCc2cccs2)c1C` gave Cardio protect 16, CaV13 ICDI inh -5, Peg3 promoter 2, Shn3 3UTR inh -1, TRPM1 prom inh -3, NR2E3 ag-1 1, HIF-2a block 5, NR2E3 ag-2 4, m5-HT2A agonist -4, hiPSC survival -0.1 and PDI inh 25.
O=C1CC(C(=O)N2CCN(c3ccc(F)cc3)CC2)CN1CCc1ccccc1 (configuration not stated) was read as Cardio protect -3, CaV13 ICDI inh -6, Peg3 promoter 25, Shn3 3UTR inh 16, NR2E3 ag-1 10, HIF-2a block 17, NR2E3 ag-2 4, m5-HT2A agonist -6, hiPSC survival 2.1 and PDI inh -7.
`C(=N\Nc1nc2ccccc2s1)/c1ccco1` gave Cardio protect -16, CaV13 ICDI inh -4, Peg3 promoter -233, Shn3 3UTR inh -31, TRPM1 prom inh 1, NR2E3 ag-1 -151, HIF-2a block -261, NR2E3 ag-2 2, m5-HT2A agonist 6, hiPSC survival -1.9 and PDI inh -2.
`O=C(NC(C(=O)c1ccccc1)n1c(=O)cc[nH]c1=S)c1ccccc1` (configuration not stated) gave Cardio protect 1, Peg3 promoter -102, Shn3 3UTR inh -21, TRPM1 prom inh -35, NR2E3 ag-1 -16, HIF-2a block -69, NR2E3 ag-2 -4, m5-HT2A agonist -2, hiPSC survival 1.4 and PDI inh -5.
`Cc1ccccc1-n1ncc2c(SCC(=O)NC3CCCC3)ncnc21` gave Cardio protect -7, CaV13 ICDI inh -7, Peg3 promoter -7, Shn3 3UTR inh 32, TRPM1 prom inh 22, NR2E3 ag-1 16, HIF-2a block 2, NR2E3 ag-2 1, m5-HT2A agonist 0, hiPSC survival -0.7 and PDI inh -7.
C[C@H]1CN([C@@H](C)CO)C(=O)CCCn2nncc2CO[C@H]1CN(C)C(=O)NC1CCCCC1 was read as Cardio protect 11, CaV13 ICDI inh -7, Peg3 promoter -9, Shn3 3UTR inh 8, NR2E3 ag-1 -9, HIF-2a block 0, m5-HT2A agonist -1, hiPSC survival -1.0 and PDI inh 1.
`c1ccc2c(c1)ccn1c(Cc3ccsc3)c(C3CCCCC3)nc21` gave CaV13 ICDI inh -5, NR2E3 ag-1 -22, HIF-2a block -28, m5-HT2A agonist 5 and hiPSC survival -0.3.
`CCCCc1ncc(CN2CCC(CC3CCCCO3)(C(=O)OCC)CC2)[nH]1` (configuration not stated) gave Cardio protect -4, CaV13 ICDI inh -7, Peg3 promoter 1, Shn3 3UTR inh 5, TRPM1 prom inh 4, NR2E3 ag-1 -1, HIF-2a block 14, NR2E3 ag-2 -1, m5-HT2A agonist -9, hiPSC survival -0.1 and PDI inh 3.
O=C(N/N=C/c1ccc(OC(=O)c2cccc(F)c2)cc1)c1cccnc1 was read as Cardio protect 6, CaV13 ICDI inh -3, Peg3 promoter -22, Shn3 3UTR inh -1, TRPM1 prom inh 12, NR2E3 ag-1 -28, HIF-2a block -6, NR2E3 ag-2 3, m5-HT2A agonist -1, hiPSC survival 0.1 and PDI inh 7.
Screening C[C@H](CO)N1C[C@H](C)[C@@H](CN(C)Cc2ccccc2)Oc2c(NC(=O)Cc3ccccc3)cccc2C1=O returned Cardio protect 32, CaV13 ICDI inh 14, Peg3 promoter 27, Shn3 3UTR inh 9, TRPM1 prom inh 11, NR2E3 ag-1 -2, HIF-2a block -3, m5-HT2A agonist 0, hiPSC survival -1.6 and PDI inh -63.
For Cc1cccc(NC(=O)CNC(=O)c2ccc(S(=O)(=O)NCc3ccco3)cc2)c1C the results were Cardio protect 10, CaV13 ICDI inh -10, Peg3 promoter 4, Shn3 3UTR inh -4, NR2E3 ag-1 -12, HIF-2a block 6, m5-HT2A agonist 1, hiPSC survival -3.1 and PDI inh -3.
For C/C(=C\C(=O)c1ccc(Br)cc1)N1CCCCC1 the results were Cardio protect -2, CaV13 ICDI inh -5, Peg3 promoter 1, Shn3 3UTR inh -10, TRPM1 prom inh 4, NR2E3 ag-1 0, HIF-2a block -8, NR2E3 ag-2 1, m5-HT2A agonist -2, hiPSC survival -2.0 and PDI inh 2.
For CC(=O)N1CCN(S(=O)(=O)c2cccc(C(=O)N3CCN(S(=O)(=O)c4c(C)c(C)cc(C)c4C)CC3)c2)CC1 the results were Cardio protect -1, CaV13 ICDI inh -4, Peg3 promoter 3, Shn3 3UTR inh 3, NR2E3 ag-1 31, HIF-2a block -8, m5-HT2A agonist 9, hiPSC survival -0.5 and PDI inh -5.
Screening O=C(C1CCCCC1)N1C[C@@H](O)[C@H](n2cc(C3CC3)nn2)C[C@@H]1c1ccccc1 returned Cardio protect -5, CaV13 ICDI inh -7, Peg3 promoter 15, Shn3 3UTR inh -4, NR2E3 ag-1 21, HIF-2a block -5, m5-HT2A agonist 0, hiPSC survival -1.4 and PDI inh 2.
`Cc1ccc(NC(=O)c2nc[nH]c2C(=O)NCCN(CCNC(=O)c2[nH]cnc2C(=O)Nc2ccc(C)cc2)CCNC(=O)c2[nH]cnc2C(=O)Nc2ccc(C)cc2)cc1` gave Cardio protect 15, CaV13 ICDI inh -10, Peg3 promoter 24, Shn3 3UTR inh 19, TRPM1 prom inh 32, NR2E3 ag-1 -2, HIF-2a block -25, m5-HT2A agonist -5, hiPSC survival -1.3 and PDI inh -3.
`O=C(CN1CCN(S(=O)(=O)c2ccc(Cl)cc2)CC1)NC1CC1` gave Cardio protect 2, CaV13 ICDI inh -9, Peg3 promoter 10, Shn3 3UTR inh -12, TRPM1 prom inh 2, NR2E3 ag-1 -2, HIF-2a block 13, NR2E3 ag-2 2, m5-HT2A agonist -1, hiPSC survival -0.1 and PDI inh 4.
For O=C(Oc1ccccc1)N1CCOCC1 the results were Cardio protect 6, CaV13 ICDI inh -5, Peg3 promoter -1, Shn3 3UTR inh 4, TRPM1 prom inh 3, NR2E3 ag-1 12, HIF-2a block 13, NR2E3 ag-2 1, m5-HT2A agonist 2, hiPSC survival 0.2 and PDI inh -2.
For Cc1csc(NC(=O)[C@@H](NC(=O)c2ccccc2)C(C)C)n1 the results were Cardio protect 6, CaV13 ICDI inh -5, Peg3 promoter -3, Shn3 3UTR inh -13, TRPM1 prom inh 2, NR2E3 ag-1 -1, HIF-2a block -1, NR2E3 ag-2 -3, m5-HT2A agonist 2, hiPSC survival -1.2 and PDI inh -1.
Screening CCOc1ccc2[nH]c(=O)c(CN(CC3COCCO3)C(=O)c3ccco3)cc2c1 (configuration not stated) returned Cardio protect 5, Peg3 promoter 3, Shn3 3UTR inh -2, TRPM1 prom inh -13, NR2E3 ag-1 -41, HIF-2a block 0, NR2E3 ag-2 -4, m5-HT2A agonist 2, hiPSC survival -2.4 and PDI inh -2.
CCN(CC(=O)Nc1ccc2c(c1)OCCO2)C(=O)c1ccccc1Br was read as Cardio protect 7, CaV13 ICDI inh -5, Peg3 promoter -108, Shn3 3UTR inh -33, TRPM1 prom inh -36, NR2E3 ag-1 -32, HIF-2a block -135, m5-HT2A agonist 2, hiPSC survival -0.5 and PDI inh 12.
`O=C(CSc1ncn[nH]1)Nc1ccc(Cl)c(S(=O)(=O)N2CCOCC2)c1` gave Cardio protect 0, CaV13 ICDI inh -3, Peg3 promoter 1, Shn3 3UTR inh -19, TRPM1 prom inh -2, NR2E3 ag-1 -2, HIF-2a block 11, NR2E3 ag-2 0, m5-HT2A agonist 2, hiPSC survival 0.4 and PDI inh -3.
C=CCNC(=O)c1cc(C(=O)C(C)c2ncc(C(F)(F)F)cc2Cl)c[nH]1 (configuration not stated) was read as Cardio protect -4, CaV13 ICDI inh -4, Peg3 promoter 16, Shn3 3UTR inh 4, TRPM1 prom inh 7, NR2E3 ag-1 -8, HIF-2a block 13, NR2E3 ag-2 4, m5-HT2A agonist -1, hiPSC survival -0.9 and PDI inh 4.
`CCc1ccc(OCC(=O)NC(=S)Nc2ccc(Br)c(C)n2)cc1` gave Cardio protect 2, CaV13 ICDI inh -10, Peg3 promoter -4, Shn3 3UTR inh -8, TRPM1 prom inh 8, NR2E3 ag-1 9, HIF-2a block 11, NR2E3 ag-2 -1, m5-HT2A agonist 2, hiPSC survival -0.4 and PDI inh 2.
Cc1cccc(NC(=O)COC(=O)c2nn(C)c(=O)c3ccccc23)c1C was read as Cardio protect -5, CaV13 ICDI inh -6, Peg3 promoter 12, Shn3 3UTR inh 12, TRPM1 prom inh -3, NR2E3 ag-1 12, HIF-2a block 14, m5-HT2A agonist 1, hiPSC survival -1.0 and PDI inh 1.
`COC(=O)c1cccc(NC(=O)CSc2nnc(C3CC3)n2C)c1` gave Cardio protect 1, CaV13 ICDI inh -5, Peg3 promoter -9, Shn3 3UTR inh 15, TRPM1 prom inh -4, NR2E3 ag-1 -24, HIF-2a block 6, NR2E3 ag-2 1, m5-HT2A agonist -4, hiPSC survival -0.5 and PDI inh 11.
CCc1cc(=O)oc2cc(C)cc(OCC(=O)NC(Cc3ccc(Cl)cc3)C(=O)O)c12 (configuration not stated) was read as Cardio protect 1, Peg3 promoter -2, Shn3 3UTR inh 1, NR2E3 ag-1 3, HIF-2a block 4, NR2E3 ag-2 -2, m5-HT2A agonist 2 and hiPSC survival -1.8.
Screening CCCCOc1cccc(-c2nnc(NC(=O)CSc3ccc(C)cc3)s2)c1 returned Cardio protect -12, CaV13 ICDI inh -3, Peg3 promoter 15, Shn3 3UTR inh -11, TRPM1 prom inh -1, NR2E3 ag-1 2, HIF-2a block 18, NR2E3 ag-2 0, m5-HT2A agonist -2, hiPSC survival -0.4 and PDI inh -5.
